Bioassay records as filed in PubChem.
STK33 kin inh: STK33 kinase inhibitors, primary screen, biochemical, luminescence, ADP-Glo, MBP substrate; Serine/threonine-protein kinase 33 (Homo sapiens), Q9BYT3; inhibition, % at 12.5 µM; actives 0.44% (n = 27,000); AID 2322, 2010; in the data active means inhibition above about 20%; inconclusive means no clear call, values can overlap the other calls
Target sequence (Q9BYT3 whole entry, looked up): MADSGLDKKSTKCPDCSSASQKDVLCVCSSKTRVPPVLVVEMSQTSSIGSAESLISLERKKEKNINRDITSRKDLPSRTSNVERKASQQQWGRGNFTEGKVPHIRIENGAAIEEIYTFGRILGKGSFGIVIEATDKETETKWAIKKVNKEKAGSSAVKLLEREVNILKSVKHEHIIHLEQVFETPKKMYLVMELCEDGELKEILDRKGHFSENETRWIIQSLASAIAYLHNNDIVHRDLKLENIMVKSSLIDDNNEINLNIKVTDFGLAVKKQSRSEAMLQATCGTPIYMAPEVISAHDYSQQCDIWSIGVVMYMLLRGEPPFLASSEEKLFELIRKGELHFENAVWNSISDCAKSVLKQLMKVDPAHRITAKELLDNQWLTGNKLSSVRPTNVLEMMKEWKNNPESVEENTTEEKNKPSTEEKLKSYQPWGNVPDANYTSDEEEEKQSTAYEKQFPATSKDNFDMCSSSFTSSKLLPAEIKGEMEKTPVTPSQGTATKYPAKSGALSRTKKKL
p53 PUMA act: mutant p53 pathway re-activators, primary screen, cell-based, SW480, luciferase, single point, HTS | SW480 PUMA-promoter luciferase, p53 mutant reactivation | activation, % at 9.98 µM | actives 1.5% (n = 28,000); in the data active means activation above about 52%; inconclusive means no clear call, values can overlap the other calls
Active calls of the source: *; ? = inconclusive; · = not tested or not shown; & = joins results of further samples.

Compound	STK33 kin inh	p53 PUMA act
C[C@@H]1CN([C@H](C)CO)C(=O)c2cccc(NC(=O)Nc3ccc(C(F)(F)F)cc3)c2O[C@@H]1CN(C)C(=O)Nc1ccc(F)cc1	·	-46.2
C[C@@H]1CN([C@@H](C)CO)S(=O)(=O)c2ccc(C#C[C@@H](C)O)cc2O[C@H]1CN(C)Cc1ccccn1	·	0.5
O=C(COc1ccccc1Br)NCc1cccnc1	-3.7	4.1
N#Cc1ccc(C=NCCN2CCNC2=O)cc1	1.1	·
COc1ccc(S(=O)(=O)N(C)C[C@@H]2Oc3ccc(NS(=O)(=O)c4ccccc4)cc3CC(=O)N([C@@H](C)CO)C[C@@H]2C)cc1	-1.0	·
O=C(NCCCN1CCCC1=O)Nc1ccc(Cl)cc1	1.7	?
C/C=C/c1ccc2c(c1)O[C@H](CN(C)Cc1cccc(F)c1)[C@H](C)CN([C@H](C)CO)S2(=O)=O	·	-12.7
Cc1noc(C)c1NC(=O)Nc1ccc2c(c1)CC(=O)N([C@@H](C)CO)C[C@H](C)[C@@H](CN(C)C(=O)Nc1c(C)noc1C)O2	0.4	·
CCCC#Cc1ccc2c(c1)O[C@@H](CN(C)C(=O)c1ccccc1F)[C@@H](C)CN([C@H](C)CO)S2(=O)=O	·	-11.7
C[C@H]1CN([C@@H](C)CO)S(=O)(=O)c2ccc(C#Cc3cccnc3)cc2O[C@@H]1CN(C)C(=O)CN(C)C	·	-0.4
CN(CC(=O)N1CCC(C(N)=O)CC1)S(=O)(=O)c1ccc(F)cc1	-2.7	1.7
Cc1ccc(C(=O)Nc2cccc(NC(=O)COc3ccc(Br)cc3)c2)cc1	6.4	-18.1
C[C@H](CO)N1C[C@H](C)[C@H](CN(C)Cc2ccc(C(F)(F)F)cc2)Oc2ccc(NC(=O)Cc3cn(C)c4ccccc34)cc2CC1=O	5.5	·
C[C@@H]1CN([C@@H](C)CO)C(=O)Cc2cc(NC(=O)Cc3ccccc3)ccc2O[C@@H]1CN(C)Cc1ccc(C(=O)O)cc1	0.8	0.6
CCn1c2ccccc2c2cc(NC(=O)CN(C)S(=O)(=O)c3ccccc3)ccc21	-0.2	-6.6
C[C@H]1CN([C@@H](C)CO)C(=O)Cc2cc(NS(=O)(=O)c3cccs3)ccc2O[C@@H]1CN(C)CC1CC1	·	12.5
C/C=C/c1ccc2c(c1)O[C@H](CN(C)S(=O)(=O)c1ccccc1OC)[C@H](C)CN([C@@H](C)CO)S2(=O)=O	·	-8.7
C[C@@H]1CCCCO[C@H](CN(C)C(=O)Nc2ccccc2)[C@H](C)CN([C@H](C)CO)C(=O)c2cc(NC(=O)CCC(F)(F)F)ccc2O1	·	3.4
O=S(=O)(c1ccc(Cl)cc1)N1CCN(CC(O)COc2ccc3ccccc3c2)CC1 (centres undefined)	4.7	-6.2
Cc1noc(C)c1NC(=O)N(C)C[C@H]1OCCCC[C@@H](C)Oc2ccc(NS(C)(=O)=O)cc2C(=O)N([C@H](C)CO)C[C@H]1C	·	-1.5
Cn1c(SCC(=O)c2ccc(Br)cc2)nnc1-c1cc2ccccc2o1	-3.9	-2.9
COc1ccc(-c2cnc3c(c2)C(=O)N([C@H](C)CO)C[C@H](C)[C@H](CN(C)C(=O)NC2CCCC2)O3)cc1	5.4	14.5&-5.9
Cc1ccc(S(=O)(=O)N(C)C[C@@H]2OCCCC[C@H](C)Oc3ccc(NC(=O)CCCN(C)C)cc3C(=O)N([C@@H](C)CO)C[C@H]2C)cc1	·	0.6
O=C(CSc1nc2c(c(-c3ccccc3)n1)CCCCC2)N1N=CCC1c1ccccc1 (centres undefined)	-2.8	-1.9
C=C1C(NC)CCC23CC24CCC2(C)C(C(C)N(C)C(C)=O)C(O)CC2(C)C4CCC13 (centres undefined)	-0.3	-11.3
C=C1C(=O)O[C@@H]2C[C@H](C)[C@@]3(O)C[C@H](O)[C@@](C)(C[C@@H](OC(=O)C(C)C)[C@@H]12)O3	-0.4	2.8
C=CC[C@@]12N=C(c3ccc(OCCCO)cc3)O[C@@H]1c1ccccc1CN(Cc1ccccc1)C2=O	2.8	·
C[C@@H]1CCCCO[C@@H](CN(C)C(=O)c2ccncc2)[C@H](C)CN([C@@H](C)CO)C(=O)c2cc(NC(=O)Cc3ccccc3)ccc2O1	·	-1.1
Cc1noc(C)c1NC(=O)N(C)C[C@H]1Oc2ccc(NS(=O)(=O)c3ccc(F)cc3)cc2CC(=O)N([C@H](C)CO)C[C@H]1C	-2.2	·
C[C@@H]1CN([C@@H](C)CO)C(=O)c2cc(NC(=O)NC3CCCCC3)ccc2O[C@H]1CN(C)S(=O)(=O)c1cccs1	·	6.5
C[C@@H]1CN([C@H](C)CO)C(=O)Cc2cc(NC(=O)Nc3ccc4c(c3)OCO4)ccc2O[C@@H]1CN(C)CC1CCCCC1	3.2	·
Cc1noc(C)c1S(=O)(=O)Nc1ccc2c(c1)CC(=O)N([C@H](C)CO)C[C@@H](C)[C@@H](CN(C)S(=O)(=O)c1ccc(F)cc1)O2	-3.3	·
Cc1ccc(-c2nc3ncccc3o2)cc1NC(=O)COc1ccc(Br)cc1	3.7	-47.0
C[C@H]1CN([C@@H](C)CO)C(=O)Cc2cc(NC(=O)CCC(F)(F)F)ccc2O[C@@H]1CN(C)C(=O)NC1CCCCC1	-0.7	·
CC(C)NC(=O)N(C)C[C@H]1OCc2cn(nn2)CCCC(=O)N([C@H](C)CO)C[C@@H]1C	0.2	2.7
COc1ccc(C(=O)Nc2cccc(C(=O)NCc3ccco3)c2)cc1	-6.3	-22.6
c1ccc(-c2cc3c(NCC4CCCO4)ncnc3s2)cc1 (centres undefined)	-0.2	-18.1
C[C@@H]1CN([C@@H](C)CO)C(=O)c2cc(NC(=O)C3CC3)ccc2O[C@H]1CN(C)Cc1ccc2c(c1)OCO2	·	11.7
CCOC(=O)N(C)C[C@H]1OCc2cn(nn2)CCCC(=O)N([C@H](C)CO)C[C@@H]1C	1.1	·
Cc1cccc(S(=O)(=O)N(C)C[C@@H]2OCc3cn(nn3)CCCC(=O)N([C@H](C)CO)C[C@@H]2C)c1	-3.8	·
C[C@H]1CN([C@@H](C)CO)C(=O)c2cc(NC(=O)c3ccncc3)ccc2O[C@@H]1CN(C)C(=O)Nc1cccc2ccccc12	5.9	11.7
COc1ccc(-c2cnc3c(c2)C(=O)N([C@@H](C)CO)C[C@H](C)[C@@H](CN(C)Cc2ccccn2)O3)cc1	·	-6.5
CC(C)NC(=O)Nc1ccc2c(c1)C(=O)N([C@@H](C)CO)C[C@@H](C)[C@@H](CN(C)CC1CCCCC1)O2	-1.2	·
COc1ccc(S(=O)(=O)N(C)CC(=O)Nc2ccc(Br)cc2F)cc1C	4.0	-2.5
CC1=C(C(=O)Nc2ccccc2Cl)C(c2cc(Br)ccc2OCC(N)=O)NC(=S)N1 (centres undefined)	3.2	2.8
O=C(O)c1ccc(C(Nc2ccccn2)c2cc(Cl)c3cccnc3c2O)cc1 (centres undefined)	-2.8	-1.1
C[C@H]1CN([C@@H](C)CO)C(=O)Cc2cc(NC(=O)CCC(F)(F)F)ccc2O[C@@H]1CN(C)Cc1ccc(-c2ccccc2)cc1	3.9	·
C[C@@H]1CCCCO[C@H](CN(C)C(=O)Cc2ccccc2)[C@H](C)CN([C@@H](C)CO)C(=O)c2cc(NC(=O)Nc3ccc4c(c3)OCO4)ccc2O1	·	-36.8

Continued (five carried over from the part before).
Compound	STK33 kin inh	p53 PUMA act
COc1ccc(S(=O)(=O)N(C)CC(=O)Nc2ccc(Br)cc2F)cc1C	4.0	-2.5
CC1=C(C(=O)Nc2ccccc2Cl)C(c2cc(Br)ccc2OCC(N)=O)NC(=S)N1 (centres undefined)	3.2	2.8
O=C(O)c1ccc(C(Nc2ccccn2)c2cc(Cl)c3cccnc3c2O)cc1 (centres undefined)	-2.8	-1.1
C[C@H]1CN([C@@H](C)CO)C(=O)Cc2cc(NC(=O)CCC(F)(F)F)ccc2O[C@@H]1CN(C)Cc1ccc(-c2ccccc2)cc1	3.9	·
C[C@@H]1CCCCO[C@H](CN(C)C(=O)Cc2ccccc2)[C@H](C)CN([C@@H](C)CO)C(=O)c2cc(NC(=O)Nc3ccc4c(c3)OCO4)ccc2O1	·	-36.8
C[C@H]1CN([C@@H](C)CO)C(=O)c2cccc(NS(=O)(=O)c3cn(C)cn3)c2O[C@H]1CN(C)C	·	4.3
CN(C)CCNC(=O)c1cc(-c2cccnc2)nc2c(Cl)cccc12	-0.6	-18.8
C[C@@H]1CN([C@@H](C)CO)S(=O)(=O)c2ccc(C#C[C@@H](C)O)cc2O[C@H]1CN(C)CC1CCOCC1	·	16.4
CCOc1ccc(NC(=O)Cn2cnc3sc(C(N)=O)c(C)c3c2=O)cc1	-0.6	-7.9
CN(CC(=O)Nc1ccccc1F)S(=O)(=O)c1ccc2ccccc2c1	-1.7	-2.7
COc1ccc(NC(=O)N(C)C[C@@H]2Oc3ccc(NC(=O)Nc4ccccc4)cc3CC(=O)N([C@H](C)CO)C[C@H]2C)cc1	-1.2	·
C[C@H](CO)N1C[C@H](C)[C@@H](CN(C)CC2CCCCC2)Oc2ccc(NC(=O)c3ccncc3)cc2CC1=O	·	6.3
C[C@@H]1CN([C@@H](C)CO)C(=O)Cc2cc(NC(=O)C3CCCCC3)ccc2O[C@@H]1CN(C)C	0.7	·
c1csc(-c2nn3c(Cn4cnc5ccccc54)nnc3s2)c1	-1.6	7.5
C[C@H](CO)N1C[C@H](C)[C@H](CN(C)S(=O)(=O)c2ccccc2)Oc2ccc(NC(=O)Nc3ccccc3)cc2C1=O	0.3	·
Cc1nn(CC(O)Cn2cnc3c2c(=O)n(C)c(=O)n3C)c(C)c1Br (centres undefined)	0.7	-12.3
C[C@H]1CN([C@@H](C)CO)C(=O)c2cccc(NS(=O)(=O)c3cccs3)c2O[C@H]1CN(C)C(=O)NC1CCCCC1	·	-4.2
CNC[C@@H]1Oc2c(NS(=O)(=O)c3cn(C)cn3)cccc2C(=O)N([C@@H](C)CO)C[C@H]1C	·	4.2
C[C@H]1CN([C@@H](C)CO)C(=O)c2cc(NC(=O)Cc3ccccc3)ccc2O[C@@H]1CN(C)Cc1ccccc1	-2.1	·
CC(NS(=O)(=O)c1ccc(Br)cc1)C(=O)Nc1cccc([N+](=O)[O-])c1 (centres undefined)	-3.0	-0.4
CNC[C@H]1OCCCC[C@H](C)Oc2ccc(NS(=O)(=O)c3ccccc3)cc2C(=O)N([C@@H](C)CO)C[C@@H]1C	·	0.1
C[C@@H]1CN([C@@H](C)CO)C(=O)Cc2cc(NC(=O)Cc3cn(C)c4ccccc34)ccc2O[C@H]1CN(C)CC1CC1	·	-3.2
COc1ccc(S(=O)(=O)Nc2ccc3c(c2)C(=O)N([C@@H](C)CO)C[C@H](C)[C@@H](CN(C)S(=O)(=O)c2ccccc2)O3)cc1	0.7	14.9
COC(=O)C1=CO[C@@H](O[C@@H]2O[C@H](CO)[C@@H](O)[C@H](O)[C@H]2O)[C@H]2[C@]1(O)[C@H](O)C[C@]2(C)O	-8.3	12.5
C[C@H]1CN([C@@H](C)CO)C(=O)Cc2cc(NS(=O)(=O)c3ccc(F)cc3)ccc2O[C@H]1CN(C)Cc1ccc(Oc2ccccc2)cc1	7.3	·
C[C@]12CCC3c4ccc(O)cc4CC[C@H]3C1CC[C@H]2O (some centres undefined)	1.0	7.2
Nc1ncnc2c1ncn2C1CCCO1 (centres undefined)	0.2	·
CCOC(=O)c1c(NC(=O)c2nc3ncccn3n2)sc2c1CCC(C)C2 (centres undefined)	2.4	8.9
C[C@@H]1CCCCO[C@@H](CN(C)Cc2ccc(C(F)(F)F)cc2)[C@@H](C)CN([C@H](C)CO)C(=O)c2cc(NC(=O)c3ccncc3)ccc2O1	-1.2	·
CN1CCN(NC(=O)CN2C(=O)S/C(=C/c3ccc(Cl)cc3)C2=O)CC1	·	6.9
C=C[C@@]1(C)CCC2C(=CCC3[C@]2(C)CCC[C@@]3(C)C(=O)O)C1 (some centres undefined)	-6.3	2.5
CCOc1ccc2nc(SCC(=O)Nc3cccc(C)c3C)sc2c1	-1.7	1.5
C[C@H](CO)N1C[C@H](C)[C@H](CN(C)Cc2ccc(Oc3ccccc3)cc2)Oc2ccc(NC(=O)C3CC3)cc2CC1=O	-2.7	·
N#Cc1cc2c(OCC(O)CN3CCN(C(c4ccccc4)c4ccccc4)CC3)cccc2[nH]1 (centres undefined)	-7.5	-59.7
C[C@H]1CCCCO[C@@H](CN(C)C(=O)CCCN(C)C)[C@@H](C)CN([C@@H](C)CO)C(=O)c2cc(NC(=O)Cc3ccccc3)ccc2O1	·	1.8
Cc1c(Br)c([N+](=O)[O-])nn1C(C)C(=O)Nc1ccccc1C(F)(F)F (centres undefined)	-5.7	-3.9
Cc1noc(C)c1S(=O)(=O)N(C)C[C@H]1Oc2ccc(N(C)C)cc2CC(=O)N([C@H](C)CO)C[C@H]1C	-1.4	13.1
C[C@@H]1CN([C@H](C)CO)C(=O)Cc2cc(NC(=O)C3CC3)ccc2O[C@@H]1CN(C)Cc1ccc(Cl)c(Cl)c1	3.0	3.4

An excerpt; rates above refer to the full screens.
